From PubChem BioAssay
Arrestin-AP2 inh: human beta-arrestin and AP2 interaction inhibition; 0.31% of 340,000 active; inhibition, % at 10 µM; FITC-arrestin peptide / GST-AP2 beads, flow cytometry; AP2 beta2 appendage carries R879A mutation;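 active = inhibition above a set limit, near 3 SD of compounds lacking own fluorescence, cut at about 54% in these data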;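 note: plate controls were DMSO wells for no effect and 5 µM unlabelled arrestin peptide for full effect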
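System: GST-AP2 R879A bound to glutathione beads, E. coli-expressed. Also added: 50 nM FITC-arrestin peptide. Schedule: compound with beads 12 min RT, then probe 1 h RT. Signal: bead flow cytometry, FITC channel. Read-out basis: percent response.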
Cardiac RTF inh: cardiac RTF calcium desensitization | P19429+P45379 | IANBD-labeled cardiac RTF, Ca2+ fluorescence | inhibition, % at 7.15 µM | 0.12% of 340,000 active | AID 493244;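 active = inhibition above the mean inhibition of all tested compounds plus 3 SD, cut at about 17% in these data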;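 note: assay run at fixed EC70 calcium of 1.6 mM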
V-ATPase pHluor: regulators of yeast V-ATPase proton transport. 0.37% of 350,000 active. response, % at 10 µM. S. cerevisiae, pHLuorin cytosolic pH fluorescence. AID 504577; in the data active = response mostly above about 7.3%, no sharp cut-off; inactive = mostly below about 5.4%; note: actives read high; inactives centre near 0; some compounds called inactive have numbers as strong as hits
Keap1-Nrf2 PPI: inhibitors of human Keap1-Nrf2 protein-protein interaction; 0.15% of 340,000 active; Q14145; inhibition, % at 9.4 µM; Keap1 Kelch-Nrf2 peptide fluorescence polarization, 1536-well; in the data active = inhibition above about 12%;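 note: human Keap1 Kelch domain with fluorescein labeled Nrf2 9mer peptide probe; 0% = neutral control wells and 100% = peptide positive control; higher means more block of Keap1 binding to Nrf2 peptide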
Target sequence (Q14145 whole entry, looked up, the tested form may be a part): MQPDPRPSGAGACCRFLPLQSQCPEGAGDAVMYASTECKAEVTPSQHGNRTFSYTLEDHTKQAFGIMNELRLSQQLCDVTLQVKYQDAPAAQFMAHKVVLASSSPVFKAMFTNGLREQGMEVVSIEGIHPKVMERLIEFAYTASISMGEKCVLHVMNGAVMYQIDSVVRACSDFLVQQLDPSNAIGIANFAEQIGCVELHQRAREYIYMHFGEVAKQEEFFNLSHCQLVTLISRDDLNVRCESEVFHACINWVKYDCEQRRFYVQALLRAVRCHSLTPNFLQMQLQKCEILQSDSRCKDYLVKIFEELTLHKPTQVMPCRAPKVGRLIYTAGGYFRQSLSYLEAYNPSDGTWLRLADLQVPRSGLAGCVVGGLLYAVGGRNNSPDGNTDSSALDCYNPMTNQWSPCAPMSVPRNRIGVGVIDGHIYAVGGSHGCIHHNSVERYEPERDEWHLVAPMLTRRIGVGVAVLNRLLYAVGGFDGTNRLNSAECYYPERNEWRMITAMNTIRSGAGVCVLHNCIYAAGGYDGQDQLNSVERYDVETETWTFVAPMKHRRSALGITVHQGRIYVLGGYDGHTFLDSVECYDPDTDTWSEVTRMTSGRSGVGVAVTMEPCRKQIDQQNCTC
CAL PDZ FP-1: inhibitors of human CAL PDZ peptide binding | purified CAL PDZ, TMR-peptide fluorescence polarization, 1 h | AID 504414 | inhibition, % at 20 µM | 0.02% of 330,000 active;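 active = highest replicate inhibition of at least 40%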;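 note: plate controls were DMSO neutral control wells for no effect and unlabeled competitor peptide control wells for full effect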
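material = purified tagged CAL PDZ domain construct (CerCALP) | buffer or medium = sodium phosphate/NaCl buffer pH 7.4 with TCEP, IgG, Thesit | reagent = TMR-labelled reporter peptide T*-PRC34 bound in PDZ groove | incubation = 1 h room-temperature incubation prior to read | measured by = fluorescence polarization (mP) | evaluation = percent inhibition from loss of millipolarization | control set = unlabelled peptide and DMSO controls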
CAL PDZ FP-2: blocks peptide binding to the human CAL PDZ domain | 0.92% of 300,000 active | AID 602252 | Q9HD26 | inhibition, % at 24.9 µM | purified CAL PDZ, TMR-peptide fluorescence polarization, 1 h;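 active = mean inhibition of at least 30% with at least half of replicates also reaching 30%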;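 note: 0% = DMSO neutral control and 100% = excess unlabeled competitor peptide PRC23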
C-LANA FP: inhibitors of KSHV LANA C-terminal domain DNA binding; MBP-C-LANA/FAM-LBS DNA binding, fluorescence polarization; 0.078% of 340,000 active; inhibition, % at 9 µM; AID 504423;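 active = highest replicate inhibition at or above 60% at 9 µM, even if other replicates fall short; inactive = all replicates below 60% inhibition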;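 note: 0% = neutral control wells and 100% = 4 µM acridine orange control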
Pemphigus Ab inh: human desmoglein-3 autoantibody binding inhibition; AID 588358; 0.48% of 310,000 active; DSG3-coupled beads, scFv-anti-DSG3-GFP binding, flow cytometry; stronger effect = lower value; P32926; binding (percent of control), % at 10 µM;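 active = binding more than 3 SD below its plate's average and above zero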;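 note: hits lower antibody fragment binding to DSG3; some compounds called inactive have numbers as strong as hits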
DAGLB inh: diacylglycerol lipase beta (human) inhibition. HEK293T DAGLB membrane lysate, EnzChek fluorogenic substrate. Q8NCG7. 0.059% of 340,000 active. inhibition, % at 5.17 µM; in the data active = inhibition above about 34%;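 note: 0% = enzyme with vehicle and 100% = wells lacking enzyme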
NSD2 HMT inh: inhibitors of human histone methyltransferase NSD2 | NSD2 peptide methylation, AlphaScreen, 120 min | inhibition, % at 12.5 µM | 0.54% of 310,000 active; in the data active = inhibition above about 50%
* hit, by the source's call; x = no result given.

SMILES	Arrestin-AP2 inh	Cardiac RTF inh	V-ATPase pHluor	Keap1-Nrf2 PPI	CAL PDZ FP-1	CAL PDZ FP-2	C-LANA FP	Pemphigus Ab inh	DAGLB inh	NSD2 HMT inh
Oc1ccc(-c2nccc(-c3cccs3)n2)cc1	17	2	0	0	-3.0	-6	-1.0	96	-5	2
O=C1NCCN(Cc2ccoc2)C1CC(=O)N(CCO)Cc1ccccc1 (configuration not stated)	-16	-4	-2	-3	0.0	-3	1.8	98	-1	-10
CS(=O)(=O)c1ccc2nc(NC(=O)CCNC(=O)c3ccc(Cl)cc3)sc2c1	1	-6	-2	x	-0.5	6	x	101	4	1
CCN1CCN(c2ccc(NC(=O)c3ccc(Cl)c(N4CCCC4=O)c3)cc2)CC1	-11	2	-1	-4	-1.4	-1	-0.7	x	0	25
N#C/C(=C(/O)c1ccc(-c2cccc([N+](=O)[O-])c2)o1)c1nc2ccccc2s1	11	1	0	-1	-1.1	-1	1.5	104	1	0
Cc1ccc(C23CC4CC(CC(NC(=O)NC(C)(C)CO)(C4)C2)C3)cc1	5	-4	-9	-3	-1.3	-3	-1.7	90	3	2
NS(=O)(=O)c1cc2c(cc1Cl)NCNS2(=O)=O	-6	10	3	-1	0.1	0	-0.7	98	3	x
O=C(COC(=O)c1ccc(Cl)c(S(=O)(=O)N2CCCC2)c1)NCc1ccccc1	-17	-6	3	-3	-0.5	14	-0.6	95	-2	-3
CCN(CC)C(=O)c1[nH]cnc1C(=O)NCC(=O)OC(C)(C)C	-7	0	-3	1	0.2	-5	-0.2	96	-2	x
Cc1ccc(OCc2nc(C#N)c(N3CCN(Cc4ccccc4)CC3)o2)cc1	5	-14	2	0	-0.8	-4	-2.1	98	-15	5
CCC1(C)NC(=O)N(CC(=O)N2CCN(c3cccc(Cl)c3)CC2)C1=O (configuration not stated)	-9	5	-2	-4	0.6	-2	1.1	x	0	0
CN(Cc1cccc(F)c1)C(=O)c1cccc(S(=O)(=O)N2CCN(Cc3ccccc3)CC2)c1	-3	0	1	1	-2.7	-3	0.1	96	0	2
O=C(NCc1ccc(N2CCCC2=O)cc1)c1cn(Cc2ccccc2)nn1	18	-1	-7	0	-0.4	-3	-2.5	x	0	-17
C/C(=N\NC(=O)c1nc2ccccn2c1C)c1cc2ccccc2o1	7	-2	0	-7	-2.0	0	1.1	93	1	1
O=C(Cc1ccc(-c2ccccc2)cc1)Nc1ncccc1O	29	-2	-4	0	-2.2	0	1.2	106	-3	0
Cc1cc(C)c2ccc(N)nc2c1O	27	-11	-2	-5	0.4	-3	-0.2	96	10	x
CC(C)(C)c1ccc(-c2nc(C=O)c3ccccn23)cc1	4	-9	-1	0	-4.2	x	-1.0	95	-3	-5
CCCN(CCC)CCCNC(=O)c1ccc2c(c1)N(CC)C(=O)c1ccccc1S2=O (configuration not stated)	-5	0	4	-3	0.3	-3	0.3	108	0	38
Nc1n[nH]c(-c2ccc([N+](=O)[O-])cc2[N+](=O)[O-])n1	17	0	1	0	-0.4	x	0.4	97	0	0
Cc1ccc(NS(=O)(=O)c2ccc3c(c2)NC(=O)CO3)cc1	-4	2	-1	-7	-1.0	x	1.5	98	0	-1

Brought forward from above: 2 compounds, then new ones.
SMILES	Arrestin-AP2 inh	Cardiac RTF inh	V-ATPase pHluor	Keap1-Nrf2 PPI	CAL PDZ FP-1	CAL PDZ FP-2	C-LANA FP	Pemphigus Ab inh	DAGLB inh	NSD2 HMT inh
Nc1n[nH]c(-c2ccc([N+](=O)[O-])cc2[N+](=O)[O-])n1	17	0	1	0	-0.4	x	0.4	97	0	0
Cc1ccc(NS(=O)(=O)c2ccc3c(c2)NC(=O)CO3)cc1	-4	2	-1	-7	-1.0	x	1.5	98	0	-1
COc1ccc(C(=O)NC2CCCCCC2)cc1S(=O)(=O)Nc1ccc(Br)cc1	0	-2	7	-2	0.9	-3	-2.3	96	-2	0
COc1ccccc1NC(=O)COc1ccc2c(c1)OCO2	4	-4	4	-6	-2.7	2	-0.8	x	-12	10
COc1cccc(C2Nc3cc(Cl)c(S(N)(=O)=O)cc3S(=O)(=O)N2)c1 (configuration not stated)	0	-4	-4	2	x	10	0.8	91	-3	x
COc1cc(C(=O)Nc2nnc(S(=O)(=O)N3CCCCCC3)s2)cc(OC)c1OC	-5	-4	-4	-2	-0.6	4	0.6	96	0	6
COc1ccc(-c2csc(C3=C(O)CN(CCCN4CCCC4=O)C3=N)n2)cc1OC	24	-11	2	-4	-1.0	-5	-0.8	86	-1	0
O=C(COC(=O)c1ccc(Br)o1)NC1CCCc2ccccc21 (configuration not stated)	38	-8	-2	0	-4.8	2	0.7	109	0	-2
C=CCNC(=S)N(CC)c1cccc2ccccc12	-15	-1	-3	-3	x	3	0.0	101	-2	-2
O=C1CCCC(=O)N1c1ccc(N2CCN(c3ccccc3)CC2)c([N+](=O)[O-])c1	8	14	1	1	0.9	-4	4.8	101	5	4
CCN(CC)c1ccc(-n2c(C)c(C(C)=O)c(C(C)=O)c2C)cc1	7	-7	2	0	x	-8	1.0	x	4	4
COc1cc(C(=O)NCCOc2cccc(C)c2)c(Br)c(OC)c1OC	-4	-13	-2	-5	0.7	7	0.8	95	-5	1
O=C(Cn1ncc2c1-c1ccccc1OC2)Nc1nc2ccccc2s1	9	-7	-3	5	-4.8	x	-1.2	100	3	x
CC(NC(=O)c1cc2c(s1)CS(=O)(=O)C2)c1ccccc1 (configuration not stated)	-10	-8	1	-2	-1.3	-6	0.0	116	0	5
COc1cc2nc(CN3CCC(C(O)(c4ccccc4)c4ccccc4)CC3)[nH]c(=O)c2cc1OC	10	-4	-1	-4	-0.8	-3	-1.2	82	2	-2
COc1ccc(C(=O)COC(=O)CN2C(=O)C3C4C=CC(C4)C3C2=O)cc1 (configuration not stated)	1	-2	-2	-7	-2.3	1	1.0	101	-2	45
Fc1ccccc1-c1nc(N2CCCCC2)c2ccccc2n1	-10	4	0	2	-1.5	-2	-0.4	95	-7	-5
O=C(Cc1ccccc1)NCCc1cnc[nH]1	7	4	-3	3	-0.7	9	2.0	89	0	-2
O=C(NNS(=O)(=O)c1cccc(Cl)c1Cl)c1cccc(S(=O)(=O)N2CCOCC2)c1	30	4	-1	3	-2.4	1	-0.8	96	1	-2
Cc1oc(-c2cccc(Cl)c2)nc1CN1CCC(C(=O)N2CCN(c3ccccn3)CC2)CC1	-7	-7	0	-6	0.1	x	-1.3	111	-1	x
O=c1[nH]c2ccccc2cc1-c1nnn(-c2ccccc2)n1	3	-8	-4	-3	0.5	-2	1.1	101	1	x
O=C(NC1CC1)c1cc2c(s1)-c1ccccc1OC2	-2	-6	2	-5	-1.7	x	0.1	101	-3	x

Single records, from the list above. Values in the order: Arrestin-AP2 inh | Cardiac RTF inh | V-ATPase pHluor | Keap1-Nrf2 PPI | CAL PDZ FP-1 | CAL PDZ FP-2 | C-LANA FP | Pemphigus Ab inh | DAGLB inh | NSD2 HMT inh
`CC(NC(=O)c1cc2c(s1)CS(=O)(=O)C2)c1ccccc1` (configuration not stated) in the list: -10 | -8 | 1 | -2 | -1.3 | -6 | 0.0 | 116 | 0 | 5
`COc1ccc(C(=O)NC2CCCCCC2)cc1S(=O)(=O)Nc1ccc(Br)cc1` in the list: 0 | -2 | 7 | -2 | 0.9 | -3 | -2.3 | 96 | -2 | 0

More structures:
SMILES	Arrestin-AP2 inh	Cardiac RTF inh	V-ATPase pHluor	Keap1-Nrf2 PPI	CAL PDZ FP-1	CAL PDZ FP-2	C-LANA FP	Pemphigus Ab inh	DAGLB inh	NSD2 HMT inh
CCCCOC(C)n1cc(F)c(=O)[nH]c1=O (configuration not stated)	-1	-15	-7	0	-2.4	1	0.1	x	-1	-3
Cc1ccccc1OCCCCCn1ccnc1	2	5	2	0	-0.9	x	0.3	100	-3	0
Cn1cc(Cl)c(C(=O)N/N=C/c2ccc3c4c(cccc24)CC3)n1	4	-8	11	7	-2.3	1	-1.4	99	-3	x
CN(C)c1ccc(O)c2c1CC1CC3[C@@H](N(C)C)C(=O)C(C(N)=O)C(=O)[C@]3(O)C(=O)C1C2=O (some centres not stated)	4	8	-4	-3	0.8	2	13	104	7	x
CCOC(=O)C1CCN(C(=O)c2ccc(OC)cc2OC)CC1	-6	-5	1	-5	-2.0	-5	-1.1	119	1	-1
CCN(CC)C(=O)Cc1cn(C)c2ccccc12	3	-17	0	0	-1.2	-5	-0.2	86	-2	1
CCCc1nnc(NC(=O)CCC(=O)Nc2ccc(Cl)cc2)s1	21	0	-5	1	-3.0	-2	-1.1	x	-1	1
O=C(c1c(F)cccc1F)N1CCN(c2cccc(C(F)(F)F)c2)CC1	-7	0	-3	1	x	-1	2.1	108	-4	3
CC(C)N1C(=O)c2ccccc2C1C(=O)NC1CCCCCC1 (configuration not stated)	16	-5	4	-1	x	-6	1.9	104	1	-3
O=C(COC(=O)c1cc(Cl)cc(Cl)c1)NCc1ccco1	8	6	-3	2	-1.7	1	-0.4	x	0	3
CCCc1nnc(NC(=O)c2cccs2)s1	7	-11	-2	-3	-0.6	-7	0.2	94	0	6
COc1cccc(/C=C/C(=O)OCC(=O)NCCC2=CCCCC2)c1	2	5	-1	2	-3.0	5	-0.1	101	-15	-1
Cc1nc2ccc(NC(=S)NC3CC3)cc2nc1C	9	2	-1	-2	0.6	-3	-0.9	101	0	2
O=C(NCc1ccccn1)C1CCN(S(=O)(=O)c2cnc[nH]2)CC1	0	-4	-3	2	x	-1	4.3	94	-3	-5
Cc1cccc(NC(=O)NCCN2C(=O)C3C4C=CC(C4)C3C2=O)c1 (configuration not stated)	1	-1	-3	-4	-0.1	x	-0.6	105	-1	x
COC(=O)C1=CN(CCOC23CC4CC(CC(C4)C2)C3)C=C(C(=O)OC)C1c1ccsc1	12	-8	1	-2	-1.5	0	0.6	x	-14	-10
COc1cccc(NC(=O)C2CCCN2S(=O)(=O)c2ccc3c(c2)n(C)c(=O)c(=O)n3C)c1 (configuration not stated)	30	-3	9	4	-0.1	-6	-0.1	105	3	0
COc1ccc(C(C(=O)NC2CCCCC2)N2CCC3(CC2)OCCO3)cc1 (configuration not stated)	4	-15	-4	2	-0.3	-2	-0.3	105	1	7
O=C(COC(=O)/C=C/c1cccc(F)c1)Nc1ccccc1	3	-12	0	-2	-0.6	-1	0.8	103	-2	0
CN(Cc1ccccc1)C(=O)C(=O)c1cn(CC(=O)N2CCCC2)c2ccccc12	-24	-1	-2	-3	-2.1	0	-0.9	111	-2	4
CCOCCCn1cnc2c(c1=O)c1nc3ccccc3nc1n2-c1ccccc1	-10	-6	0	-2	0.0	-1	-1.8	101	0	6
CCOP(=O)(OCC)c1nc(/C=C/c2ccccc2)oc1NCc1ccccc1	-1	5	1	0	-2.1	-1	0.2	114	0	-11
CC1CCN(C(=O)C2CCN(S(=O)(=O)c3ccc4c(c3)CC(C)N4C(=O)C3CC3)CC2)CC1 (configuration not stated)	37	-4	7	-1	-1.2	-6	0.2	102	-4	2
O=C(O)c1ccc(SCc2cnc(Cl)s2)cc1	13	2	-2	-2	-2.5	-3	-2.2	101	1	-9
CCOC(=O)c1cn2nc(-c3ccc(OCC)cc3)cc2nc1C1CCN(C(=O)OC(C)(C)C)CC1	2	-8	-3	4	x	0	0.5	103	3	-1

A portion of the library (hit frequency here may not be typical).
